TRPV1 agonist – agonists of human vanilloid receptor 1 (TRPV1). Q8NER1. TRPV1-expressing cells, Fluo-8 calcium influx, agonist mode. activation, % at 8.33 µM. hit rate 0.19% among 320,000. AID 540275; in the data active = activation above about 80%; inconclusive = between about 30% and that limit; also: 0% is about no effect
Target sequence (Q8NER1 whole entry, looked up): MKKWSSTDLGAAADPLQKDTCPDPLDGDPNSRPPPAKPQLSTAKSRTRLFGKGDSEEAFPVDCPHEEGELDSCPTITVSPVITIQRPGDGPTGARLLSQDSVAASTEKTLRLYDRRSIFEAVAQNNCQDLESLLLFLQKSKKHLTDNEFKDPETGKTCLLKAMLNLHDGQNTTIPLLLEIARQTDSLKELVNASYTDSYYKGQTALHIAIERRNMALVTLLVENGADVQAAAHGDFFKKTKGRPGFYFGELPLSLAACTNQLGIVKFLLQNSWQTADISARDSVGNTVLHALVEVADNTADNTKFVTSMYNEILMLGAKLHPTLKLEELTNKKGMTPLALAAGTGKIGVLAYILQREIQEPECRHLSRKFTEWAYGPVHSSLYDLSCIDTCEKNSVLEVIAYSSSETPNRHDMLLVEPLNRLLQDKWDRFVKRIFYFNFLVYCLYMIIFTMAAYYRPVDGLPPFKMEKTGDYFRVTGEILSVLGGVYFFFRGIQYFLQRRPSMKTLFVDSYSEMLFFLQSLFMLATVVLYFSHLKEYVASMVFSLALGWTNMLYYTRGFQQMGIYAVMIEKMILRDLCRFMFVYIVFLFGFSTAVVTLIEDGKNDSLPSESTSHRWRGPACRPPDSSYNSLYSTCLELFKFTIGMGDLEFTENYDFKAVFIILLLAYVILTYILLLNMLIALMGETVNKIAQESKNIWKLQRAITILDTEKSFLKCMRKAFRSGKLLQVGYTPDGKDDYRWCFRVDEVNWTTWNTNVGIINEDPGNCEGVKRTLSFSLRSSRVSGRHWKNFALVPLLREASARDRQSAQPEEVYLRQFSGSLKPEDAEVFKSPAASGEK
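Cells expressing TRPV1 were dye-loaded with Fluo-8 and read kinetically: 10 s baseline, 3 min after compound (agonist portion), then 2 min after EC20 capsaicin (allosteric enhancer portion). Calcium-bound dye fluorescence at 480/520 nm.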
Coupling enz – counter-screen for Giardia aldolase inhibitors: coupling enzyme system; activity change, negative = inhibition, % at 58.2 µM, hits read low; coupling enzyme system counterscreen, AmpLite Red fluorescence; AID 2472; hit rate 0.67% among 290,000; in the data active = activity change below about -30%; also: % is scaled to controls: 0 for no effect and ±100 for the full control effect
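Counterscreen of the coupled detection system alone, without aldolase: glyceraldehyde-3-phosphate coupling enzymes plus AmpLite Red readout. Compounds at 57.5 uM final, 10 min RT preincubation, 20 min RT reaction, fluorescence 525/598 nm.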
MBNL1 CUG block – blocks human MBNL1 binding to CUG repeat RNA; TR-FRET MBNL1-His/biotin-(CUG)12 binding, 665/545 ratio; Q9NR56; Potency, µM (titrated, usually from 57.5 µM), without a hit: at the highest dose activity change, negative = inhibition, hits mostly inhibitors; hit rate 0.036% among 280,000; AID 2675; active = well fitted inhibition curve with a large enough effect in the signal ratio, with a control signal flat, not every such curve was filed as active; inconclusive = small, poorly fitted or top-dose-only effect, or effect the other way, or a change in a side signal; inactive = no such curve, though single readings can be large or run the other way; the % refers to the signal ratio; also: potency is read from the fitted curve at half-maximal effect; % is scaled to controls: 0 for no effect and ±100 for the full control effect
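Ratiometric TR-FRET (665 over 545 nm, excitation 340 nm) tracks disruption of MBNL1-His/biotin-(CUG)12 complex after 60 min at room temperature, with compounds at 92 nM to 58 uM final.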
CXXC DNA block – blocks binding of human MLL CXXC domain to DNA; MLL-CXXC / FITC-HOXA9 DNA fluorescence polarization; Potency, µM (doses to about 115 µM), for inactives: at the highest dose activity change, negative = inhibition, most hits filed as inhibitors; hit rate 0.037% among 290,000; AID 2662; active = well fitted inhibition curve with a large enough effect in the polarisation, with a control signal flat, not every such curve was filed as active; inconclusive = small, poorly fitted or top-dose-only effect, or effect the other way, or a change in a side signal; inactive = no such curve, though single readings can be large or run the other way; the % refers to the polarisation; also: potency is read from the fitted curve at half-maximal effect
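Steps: dispense CXXC domain solution (7 uM) → pin compounds or unlabeled HOX-A9 DNA control → 5 min ambient → add FLSN-HOX-A9 solution (50 nM) → spin → 30 min ambient → fluorescence polarization. Tris pH 7.5/NaCl/DTT/BSA buffer.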
KCNH2 3.1 block – blocks the human KCNH2 3.1 channel isoform. hit rate 0.95% among 340,000. U2OS KCNH2 3.1, thallium flux FluxOr; active compounds read low. AID 720553. activity change, % (tested at about 1.8 µM);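 active = maximum activity change below -70%; inconclusive = maximum activity change from -70% to -50%; inactive = maximum activity change above -50%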;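 also: thallium influx rate constant from kinetic fluorescence after stimulation buffer; % is scaled to controls: 0 for no effect and ±100 for the full control effect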
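Virally transduced U2OS (3.1 isoform, 4 h infection in dark at RT) → overnight 37 C → FluxOr + Red40 in HBSS/HEPES, 45 min → stimulation buffer, 2 min kinetic read → rate constant vs DMSO controls.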
ASM inhibitor – inhibitors of human secretory acid sphingomyelinase; P17405; placental ASM, HMU-PC fluorogenic substrate, 60 min; Potency, µM (top dose mostly 57.5 µM), for the others: at the top dose activity change, negative = inhibition, usual class: inhibitors; hit rate 0.006% among 340,000; also: potency is read from the fitted curve at half-maximal effect
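Human placenta-derived ASM enzyme was preincubated with compound for 10 minutes at room temperature, then given fluorogenic substrate HMU-PC0 (9 uM final) for 60 minutes at 37 °C; a pH 10 stop preceded fluorescence reading at Ex 386/Em 447 nm.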
AT treatment – candidate therapy for ataxia-telangiectasia. […] A-T fibroblasts, KAP-1 phosphorylation AlphaLISA; neocarzinostatin DNA damage 30 min before lysis. Potency, µM (highest dose often 57.5 µM), for inactives: top-dose activation, hits mostly activators. hit rate 0.19% among 320,000. AID 485349; also: potency is read from the fitted curve at half-maximal effect; % of control where 0% means no effect; nearly all actives have a fitted effect of over 45% in size
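hTERT-immortalized A-T patient fibroblasts ([…]), 500 cells/well in OPTI-MEM, 1% FBS, got compounds for 60 min, then NCS for 30 min at 37C. Lysates were then assayed for phospho-KAP-1 by AlphaLISA (anti-pKAP1 donor, anti-KAP1 acceptor beads), 6 hr at 25C.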
Integrin act MD – activators of alpha7 integrin expression for muscular dystrophy | alpha7betagal myoblasts, beta-gal FDG fluorescence, 48 h | Potency, µM (highest dose often 38.3 µM), for inactives: at the highest dose activation, actives largely listed as activators | hit rate 0.064% among 350,000 | AID 624291;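 also: potency is read from the fitted curve at half-maximal effect; 100% = response of the positive control SU9516; nearly all actives have a fitted effect of over 60% in size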
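alpha7betagal+/- myoblasts (passage 13, 250/well) treated 48 h at 37C with compounds at 1:260 dilution of DMSO stock. Lysed, then beta-galactosidase activity read as FDG fluorescence (ex 480/em 540) after 30 min, with pre-read for autofluorescence.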
KCNH2 WT inh – inhibitors of human wildtype KCNH2 potassium channel. Q12809. U2OS, BacMam KCNH2, thallium flux FluxOr; active compounds read low. activity change, % at 1.84 µM. hit rate 0.37% among 340,000;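 active = maximum activity change below -70%; inconclusive = maximum activity change between -70% and -50%; inactive = maximum activity change above -50%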; also: % is scaled to controls: 0 for no effect and ±100 for the full control effect
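U2OS cells transduced with wild-type KCNH2 virus are loaded with FluxOr dye for 45 min, and thallium flux is measured in kinetic reads before and after stimulation buffer. Rate constants are normalized to DMSO controls.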
GALK inh – inhibitors of human galactokinase; Potency, µM (series often up to 57.5 µM), inactives show at the top dose activity change, negative = inhibition, actives largely listed as inhibitors; AID 1868; hit rate 0.007% among 270,000; Purified GALK, Kinase-Glo residual ATP luminescence; also: potency is read from the fitted curve at half-maximal effect; % is scaled to controls: 0 for no effect and ±100 for the full control effect
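Galactose (100 uM) and ATP (35 uM) were turned over by 5 nM GALK for 1 h at RT. Kinase-Glo Plus then converted the remaining ATP into a luminescent signal.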
Active calls of the source: *; ? = inconclusive; nt = no result given; & = joins results of further samples; [ ] = remark or other dose. Unless noted, calls follow the shape of the dose curve; as a rule, active = well fitted curve in the direction sought with a large enough effect; inconclusive = small, poorly fitted or top-dose-only effect, or another doubt; inactive = no such curve, though single readings can be large; an effect the other way counts as inactive or inconclusive.

SMILES	TRPV1 agonist	Coupling enz	MBNL1 CUG block	CXXC DNA block	KCNH2 3.1 block	ASM inhibitor	AT treatment	Integrin act MD	KCNH2 WT inh	GALK inh
COc1ccccc1N1CCN(c2cc(C)nc3nc(C)nn23)CC1	5	-1	1%	-1%	3	-2%	-2%	20%	6	-1%
CC(C)(CO)NS(=O)(=O)c1ccc2c(c1)C(=NO)c1cc(S(=O)(=O)NC(C)(C)CO)ccc1-2	1	-5	?	3%	-9	-3%	8%	-16%	1	2%
CC(C)CN(C(=O)COC(=O)/C=C/c1cccs1)c1c(N)n(Cc2ccccc2)c(=O)[nH]c1=O	-2	nt	nt	nt	-17	-3%	0%	-1%	-48	nt
CCOC(=O)C1CCCN(C(=O)/C(=C/c2ccco2)NC(=O)c2ccccc2)C1 (stereo not given)	3	-1	-1%	4%	7	2%	-1%	14%	10	6%
Nc1nc(CSc2nnnn2-c2ccc(Cl)cc2)nc(N2CCOCC2)n1	2	nt	-2%	5%	-19	10%	2%	6%	-1	-3%
COCCCNC(=O)C[C@H]1C[C@H](C(=O)N(C(C)C)C(C)C)[C@@]2(C)c3[nH]c4cc(-c5ccco5)ccc4c3CCN2C1=O	nt	nt	nt	nt	-36	32%[activator]	1%	39%	1	nt
COc1cc(/C=C2\C(=N)N3N=C(C(C)C)SC3=NC2=O)ccc1OCCOc1ccc(NC(C)=O)cc1	1	6	7%	23%	7	-1%	-2%	25%	17	-6%
COc1ccc(N(C)C(=O)c2oc(=O)c3ccccc3c2-c2ccccc2)c(OC)c1	20	10	-6%	7%	1	-2%	nt	14%	2	-6%
COc1ccccc1-n1cc(C(=O)NCC(=O)N2CCN(c3ccccn3)CC2)c2ccccc2c1=O	0	2	2%	-2%	2	-1%	22µM*	-30%	13	-2%
CC(O)CNC(=O)Cc1cc(=O)[nH]c(=O)[nH]1 (stereo not given)	0	2	1%	18%	20	3%	21%	1%	1	nt
Cc1occc1C(=O)N/N=C/c1ccc(Cl)c([N+](=O)[O-])c1	14	0	19%	9%	2	1%	-6%	-22%	3	-1%
COc1ccc(OC)c(/C=C/C(=O)Nc2cccc(S(=O)(=O)NC3=NCCCCC3)c2)c1	0	nt	nt	nt	-6	nt	21%	-19%	9	nt
CC(=O)Nc1ccc2nsnc2c1	1	0	?	-4%	-2	44%[activator]	-8%	30%	-2	-3%
CC1CN(CCCCOc2ccc(C(C)C)cc2)CC(C)O1 (stereo not given)	-3	0	-2%	0%	-35	-5%	4%	-22%	51	-1%
CC(C)NC(=O)c1cnn2c1NC(c1cccs1)CC2C(F)(F)F (stereo not given)	-3	-4	-4%	-2%	5	10%	1%	3%	6	-2%
COc1ccc(CCC(=O)OCC(=O)N(CC(C)C)c2c(N)n(Cc3ccccc3)c(=O)[nH]c2=O)cc1	6	nt	nt	nt	6	0%	-2%	10%	1	nt
Cc1ccc2nc3c(cc(C#N)c(=N)n3Cc3cccnc3)c(=O)n2c1	2	0	4%	-9%	nt	nt	-3%	nt	nt	0%
Cc1ccc(S(=O)(=O)N2CCN(C(=O)COC(=O)C3CCC3)CC2)cc1	-1	nt	nt	nt	2	6%	7%	-16%	-7	nt
COc1ccc(NC(=O)CN2CCN(CC(=O)Nc3ccccc3Cl)CC2)c(OC)c1	4	6	-14%	-13%	-21	1%	nt	-15%	8	2%
COCCn1c(C)cc(C(=O)COC(=O)c2ccc3c(c2)NC(=O)CS3)c1C	27	-1	6%	-1%	0	-2%	0%	-12%	10	1%
CC1CCCC(NC(=O)CN(C)CC(=O)Nc2ccc(F)cc2)C1C (stereo not given)	26	nt	nt	nt	-3	2%	6%	26%	1	nt
C=CCN(CC=C)C(=S)NC(=O)/C=C/c1ccc(OC)cc1	20	6	81%[activator]	-14%	-14	-2%	9%	-9%	2	2%
Cc1ccc(S(=O)(=O)Nc2ccc(-n3cnnn3)cc2)cc1	-3	nt	2%	-5%	-8	-6%	10%	6%	8	1%
O=C(CSc1n[nH]c(=O)[nH]c1=O)N/N=C/c1ccccc1	-4	2	nt	0%	-5	0%	-1%	10%	3	0%
Cc1ccc(C(=O)N/C(=C\c2ccc(C(C)C)cc2)C(=O)NCCCN2CCOCC2)cc1	-4	2	-17%	-5%	12	0%	9%	16%	-20	-1%
CCN(CC)c1ccc(/C=N/NC(=S)NCc2ccccc2)cc1	-1	-1	3%	-2%	-34	nt	4%	-25%	-8	2%
O=C(c1nnc(-c2ccccc2)o1)C1CC1	2	-3	3%	-5%	20	-1%	10%	-13%	-6	0%
Cc1cccc(NC(=S)NCCN2CCOCC2)c1C	-2	2	?	3%	-21	-3%	-5%	15%	19	-3%
CC(C)C[C@H](NC(=O)c1[nH]cnc1C(=O)N[C@@H](Cc1ccccc1)C(=O)OCc1ccccc1)C(=O)OCc1ccccc1	4	-2	-1%	-15%	-1	-2%	0%	10%	10	nt
O=C(COC(=O)c1ccc(OC(F)F)cc1)NC(=O)NC1CCCC1	7	nt	nt	nt	-5	-1%	-6%	-32%	-1	nt
CCOC(=O)C1(C)NC(c2cccs2)C2C(=O)N(c3ccccc3)C(=O)C21 (stereo not given)	-4	1	-3%	3%	-8	2%	-1%	-1%	4	13%
C/C(=N\NC(=O)Cn1cc([N+](=O)[O-])cn1)c1ccc(O)cc1	-5	1	16%	-2%	-2	-6%	6%	17%	-3	nt
C=CCn1c(=O)c(C(=O)OCC)c(O)c2ccccc21	1	-13	-25%	1%	-3	0%	2%	-2%	7	0%
CCOC1=NC(C(=O)O)c2ccccc2/C(=C(/C)Cl)N1 (stereo not given)	6	2	-11%	-9%	-23	2%	33%	15%	0	6%
O=C(/C=C/c1ccc(O)c(O)c1)OCCc1ccccc1	nt	-1&-6	nt	0%	-1	13%	nt	nt	-26	nt
O=C(NCCc1ccccc1)c1nccc2ccccc12	3	nt	nt	nt	4	3%	7%	4%	-6	nt
Cc1cccc(N2CCN(C(=O)c3ccoc3C)CC2)c1C	?	7	-7%	4%	3	3%	-2%	-9%	-1	1%
COC(=O)c1cccc(S(=O)(=O)N(Cc2ccco2)Cc2cc3ccc(OC)cc3[nH]c2=O)c1	-1	-3	-16%	6%	-4	-11%	6%	-13%	4	-2%
O=C(Cc1ccc(Cl)c(Cl)c1)Nc1ccccc1N1CCCC1	11	nt	-1%	2%	6	-8%	-4%	-31%	9	0%
Nc1ccccc1-c1nnc(SCc2ccccc2F)[nH]c1=O	2	5	?	-18%	-14	-1%	-3%	-11%	-12	-3%
O=C(Cc1ccccc1)NCC(=O)OCC(=O)c1ccc(Cl)c([N+](=O)[O-])c1	4	1	39%[activator]	3%	-1	-3%	-3%	-4%	-2	-2%
CCOc1ccc(C(=O)NCC(=O)OCCCOC(=O)CNC(=O)c2ccc(OCC)cc2)cc1	-2	nt	-8%	7%	18	3%	6%	2%	9	-4%
O=C(NCc1ccco1)c1csc2c1CCCCC2	11	2	-9%	-5%	8	0%	nt	3%	21	0%
Cn1nnnc1SCC(=O)c1ccc2c(c1)OCCO2	4	0	-4%	-2%	-11	-2%	8%	0%	-10	0%
CCCCOc1ccc(N=Cc2ccc[nH]2)cc1	3	2	-3%	2%	1	1%	5%	2%	1	3%
S=C(S)N1CCCC1	-2	-21	nt	-13%	-3	0%	2%	nt	1	nt

Among those listed so far, these contain an aryl thioether with sulfur outside any ring:
SMILES	TRPV1 agonist	Coupling enz	MBNL1 CUG block	CXXC DNA block	KCNH2 3.1 block	ASM inhibitor	AT treatment	Integrin act MD	KCNH2 WT inh	GALK inh
Nc1nc(CSc2nnnn2-c2ccc(Cl)cc2)nc(N2CCOCC2)n1	2	nt	-2%	5%	-19	10%	2%	6%	-1	-3%
O=C(CSc1n[nH]c(=O)[nH]c1=O)N/N=C/c1ccccc1	-4	2	nt	0%	-5	0%	-1%	10%	3	0%
Nc1ccccc1-c1nnc(SCc2ccccc2F)[nH]c1=O	2	5	?	-18%	-14	-1%	-3%	-11%	-12	-3%
Cn1nnnc1SCC(=O)c1ccc2c(c1)OCCO2	4	0	-4%	-2%	-11	-2%	8%	0%	-10	0%

High-throughput results deposited in PubChem by National Center for Advancing Translational Sciences (NCATS).
